# Screening results: PubChem, several laboratories
# CYP2C19 activ = activators of human cytochrome P450 2C19. P33261. recombinant CYP2C19, luciferin-H EGE luminescence; hits give high values; 0 = fully inhibited enzyme, 1 = untreated enzyme. activation factor at 5 µM. 96,000 tested, under 10 active. AID 1025;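 active = activation factor of at least 2 at 5 µM in the primary screen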;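 also: 0 = wells with 2.5 mM tranylcypromine and 1 = vehicle-only wells; values of inactives mirror those of a sister screen read the other way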
# EphB4 ephrin blk = antagonists of human EphB4-ephrin-B2 interaction; P54760; EphB4 LBD / TNYL-RAW-Alexa532 peptide, fluorescence polarization; inhibition, % at 7 µM; 0.15% of 97,000 active;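 active = inhibition above the screen-wide mean inhibition plus 3 SD, cut at about 15% in these data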;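 also: 0% = DMSO wells and 100% = excess unlabeled TNYL-RAW peptide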
# Target sequence (P54760 whole entry, looked up, the tested form may be a part): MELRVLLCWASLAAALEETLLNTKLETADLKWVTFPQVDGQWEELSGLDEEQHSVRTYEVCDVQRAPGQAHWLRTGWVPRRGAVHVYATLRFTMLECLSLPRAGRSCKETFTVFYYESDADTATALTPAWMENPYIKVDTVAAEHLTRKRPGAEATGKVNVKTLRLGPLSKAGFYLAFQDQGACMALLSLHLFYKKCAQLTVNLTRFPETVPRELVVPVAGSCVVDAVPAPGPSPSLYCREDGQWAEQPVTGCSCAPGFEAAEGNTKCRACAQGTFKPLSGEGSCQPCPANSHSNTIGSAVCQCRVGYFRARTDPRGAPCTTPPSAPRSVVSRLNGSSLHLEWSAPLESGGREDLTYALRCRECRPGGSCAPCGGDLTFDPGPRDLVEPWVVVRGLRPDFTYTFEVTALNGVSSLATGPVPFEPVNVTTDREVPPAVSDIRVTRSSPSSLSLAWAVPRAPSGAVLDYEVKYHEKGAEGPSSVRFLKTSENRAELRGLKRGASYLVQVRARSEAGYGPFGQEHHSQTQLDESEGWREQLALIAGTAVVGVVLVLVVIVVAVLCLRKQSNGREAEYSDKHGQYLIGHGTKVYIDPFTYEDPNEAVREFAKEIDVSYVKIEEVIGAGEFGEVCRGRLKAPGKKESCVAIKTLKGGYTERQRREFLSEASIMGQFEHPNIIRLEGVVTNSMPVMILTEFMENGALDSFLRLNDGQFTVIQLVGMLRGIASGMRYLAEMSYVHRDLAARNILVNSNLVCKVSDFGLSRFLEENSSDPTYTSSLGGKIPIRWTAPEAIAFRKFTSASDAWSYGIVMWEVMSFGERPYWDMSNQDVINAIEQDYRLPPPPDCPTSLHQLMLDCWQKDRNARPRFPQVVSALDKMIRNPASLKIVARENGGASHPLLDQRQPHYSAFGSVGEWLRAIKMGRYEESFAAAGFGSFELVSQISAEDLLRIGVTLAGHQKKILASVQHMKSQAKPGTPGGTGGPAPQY
# CYP2C9 inhib = human CYP2C9 inhibition; CYP2C9 Supersomes, luciferin-H conversion, luminescence; 20% of 96,000 active; P11712; AID 777; inhibition, % at 5 µM;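 active = blocking of liver enzyme CYP2C9 beyond about 50% at 5 µM, limit read from the data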; also: values of inactives mirror those of a sister screen read the other way
# Plk1 PBD FP = blocks phosphopeptide binding to human Plk1 polo box domain; inhibition, %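 (tested at about 20 µM)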; 0.13% of 97,000 active; Plk1 PBD phosphopeptide binding, fluorescence polarization; in the data active = inhibition above about 34%, passing the limit was not always enough
# CYP2C9 act = increases human cytochrome P450 2C9 activity | recombinant CYP2C9, luciferin-H conversion, luminescence; hits give high values; factor 1 = untreated enzyme, 0 = blocked | activation factor at 5 µM | 1.4% of 96,000 active | AID 1024;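 active = activation factor of 2 or more for CYP2C9 at a 5 µM dose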;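 also: 0 = sulfaphenazole-blocked wells and 1 = vehicle-only wells; values of inactives mirror those of a sister screen read the other way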
# Rev-RRE block = HIV Rev-RRE protein-RNA interaction inhibition | Rev peptide-RRE RNA binding, FRET | inhibition, % at 8 µM | 0.79% of 97,000 active | AID 704;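 active = inhibition above the screen-wide mean plus 3 SD, cut at about 35% in these data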;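 also: 0% = median DMSO wells and 100% = median Neomycin B control wells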
# Target sequence (P05866 whole entry, looked up): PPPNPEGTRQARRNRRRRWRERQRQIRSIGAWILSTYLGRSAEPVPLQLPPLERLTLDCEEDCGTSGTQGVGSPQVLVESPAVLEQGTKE
#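 Probe or stimulus: fluorescein-Rev peptide as binding partner; assay system: Cy5-tagged RRE RNA duplex with fluorescein-tagged Rev peptide; timing: 5 min compound–RNA preincubation, then 15 min with peptide, 25 °C; medium: HEPES pH 7.5 buffer with KCl, MgCl2, NaCl and EDTA; signal: fluorescein-to-Cy5 FRET, 480 nm excitation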
# CYP2C19 inhib = human CYP2C19 inhibition; P33261; CYP2C19 Supersomes, luciferin-H EGE luminescence, 30 min; inhibition, % at 5 µM; 21% of 96,000 active; AID 778;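 active = CYP2C19 inhibition above a set limit at 5 µM in the primary screen, cut at about 50% in these data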;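 also: plate controls were negative control wells for no effect and 2.5 mM tranylcypromine positive control for full effect; values of inactives mirror those of a sister screen read the other way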
# PLAP activator = activates human placental alkaline phosphatase; AID 696; activation fold at 20 µM; P05187; 1.2% of 96,000 active; purified PLAP enzyme, luminescent substrate read-out; hits give high values; in the data active = activation fold above about 2
# PLK1 kinase inh = inhibitors of human PLK1 kinase | P53350 | recombinant PLK1 kinase, TR-FRET peptide phosphorylation | inhibition, % at 10 µM | 0.53% of 97,000 active | AID 619;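 active = inhibition of 50% or more in the single-concentration screen; inactive = inhibition below 50%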;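 also: 0% = DMSO max control and 100% = H-89 dihydrochloride min control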
# Numbers without * were called inactive; / = not tested or not shown; [ ] = remark or other dose.
mol	CYP2C19 activ	EphB4 ephrin blk	CYP2C9 inhib	Plk1 PBD FP	CYP2C9 act	Rev-RRE block	CYP2C19 inhib	PLAP activator	PLK1 kinase inh
COc1ccc2[nH]c(=O)c(C(c3nnnn3C3CCCCC3)N3CCN(C)CC3)cc2c1 (stereo unspecified)	0.7	/	14	/	0.9	/	33	1.6	/
CC1(C)Cc2c(ccc3ccccc23)C(NNC(=O)c2cccnc2)=N1	1	9	-1	-10	1	4	-3	1.4	-7
c1ccc(C(c2nnnn2Cc2ccco2)N2CCN(c3nc4ccccc4s3)CC2)cc1 (stereo unspecified)	/	5	/	5	/	8	/	/	-7
Cc1cccc(CCNS(=O)(=O)c2ccc(S(=O)(=O)N3CCCCC3)cc2)c1	1.1	2	32	-7	0.7	8	-6	1.1	-13
Nc1nnc(SCC(=O)Nc2cc(C(F)(F)F)ccc2N2CCOCC2)s1	0.2	-1	77*	-9	0.2	0	78*	1.2	-5
CCC(=O)N1CCc2cc(S(=O)(=O)NC(C(=O)NC(C)c3ccccc3)C(C)C)ccc21 (stereo unspecified)	1	-9	-20	18	1.2	-1	0	0.9	-6
CC(C)OC(=O)c1cccnc1N1CCN(c2ccc(F)cc2)CC1	0.4	-8	35	24	0.6	11	63*	0.9	20
Cn1c(=O)n(CC(=O)N2CCN(c3nnc(-c4ccccc4)c4ccccc34)CC2)c2ccccc21	0.9	2	24	-10	0.8	4	15	1.6	-5
O=C(c1cc2c(ccc3ccccc32)oc1=O)N1CCCC1	1	1	73*	23	0.3	7	0	1.2	-19
COc1ccc(NC(=O)Nc2cccs2)cc1OC	0.6	11	7	-1	0.9	7	38	0.8	-5
COc1cccc(Nc2nnc(SCn3nnc4ccccc4c3=O)s2)c1	0.7	-9	46	0	0.5	-2	26	1	-7
COc1ccccc1S(=O)Cc1ccc(C(=O)O)o1 (stereo unspecified)	/	-17	/	7	/	-2	/	/	1
COc1ccccc1-n1nnnc1SCc1ccccc1	0.2	5	27	12	0.7	1	75*	0.7	-5
COc1ccc(Nc2c3c(c(C#N)c4nc5ccccc5n24)CCC3)cc1	0.9	-14	2	-18	1	0	12	1.1	-8
N#Cc1c(SCc2ccccc2)sc(C(=O)c2ccccc2)c1N	0.9	-2	24	10	0.8	7	7	1	-13
O=C(NCCSc1ccc(Cl)cc1)c1ccco1	0.2	0	51*	28	0.5	10	84*	0.8	3
CCOC(=O)C1CCN(C(=O)CCc2c(C)nc3cc(-c4ccccc4)nn3c2C)CC1	0.7	7	36	0	0.6	4	32	1.5	-24
COC(=O)c1ccccc1NC(=O)CSc1nnnn1C	/	-2	/	-1	/	9	/	/	-7
O=C(NCc1ccc(F)cc1)C1CC(=O)N(CCc2ccccc2)C1 (stereo unspecified)	0.8	0	7	2	0.9	1	15	1.1	0
O=C(CSc1nc(N2CCCCC2)nc(N2CCCCC2)n1)N1CCc2ccccc21	0.9	-6	45	8	0.6	8	13	1.2	-17
O=C1N(CCCN2C(=O)C3(OCCO3)c3ccccc32)c2ccccc2C12OCCO2	0.7	4	35	-3	0.7	5	28	1.1	-10
O=C(NCc1ccccn1)c1cc(-n2cnnc2)ccc1Cl	0.9	-4	3	-2	1	6	10	1.1	2
O=C(COc1ccccc1)Nc1nnc(-c2ccc3c(c2)CCCC3)o1	0.9	-2	52*	2	0.5	15	12	1.2	-22
C=CCNc1nc2c(c(=O)n(C)c(=O)n2C)n1CCCCCC	0.6	3	40	10	0.6	-1	36	1.2	9
O=C(NC1CCCCC1)C(c1ccccc1F)N(Cc1ccco1)C(=O)Cn1nnc2ccccc21 (stereo unspecified)	0.9	-3	-6	-16	1.1	4	8	0.9	-9
O=C(Cc1cccs1)Nc1nc(-c2ccccc2)cs1	0.5	9	61*	-12	0.4	3	51*	0.8	3
c1ccc(Cn2c(-c3ccco3)nc3nc4ccccc4nc32)cc1	1	-1	9	2	0.9	17	0	0.9	-10
Cc1c(CCC(C)C)c(=O)n2c([nH]c3ccccc32)c1C#N	1	-1	43	6	0.6	8	5	1.1	-12
Cc1ccc(C(=O)Nc2ccc3c(c2)OCO3)cc1S(=O)(=O)N1CCCCC1	0.1	3	93*	6	0.1	8	92*	0.9	-7
CCP(=O)(c1ccccc1)C(C)(C)O (stereo unspecified)	1.1	-1	-11	-6	1.1	5	-7	1.3	-7
O=C(CSc1ccc(Cl)cc1)Nc1ccc(N2CCN(C(=O)c3ccco3)CC2)cc1	0.6	6	64*	-17	0.4	5	45	0.8	1
O=C1c2ccccc2C(Nc2ccc3c(c2)OCO3)N1Cc1ccco1 (stereo unspecified)	/	-3	/	-19	/	0	/	/	-2
CC(C)CCNC(=O)NC(=O)CSc1nnc(-c2ccccc2Br)o1	0.6	6	-44	-6	1.4	-3	43	1.1	-6
CCn1c(SCC(=O)NC2CCCCC2)nnc1-c1cc2cccc(OC)c2o1	0.6	3	-55	-26	1.5	5	43	1.4	-9
Cn1c(=O)cc(OCC(=O)NC2CCCCC2)c2ccccc21	0.4	5	2	-3	1	-1	62*	1.3	-13
OCCNCCCCOc1ccc(F)cc1	1.2	5	-10	18	1.1	7	-20	1.1	-5
Cc1ccc(-c2cc(C(F)F)n3ncc(C(=O)N4CCN5CCCC5C4)c3n2)cc1 (stereo unspecified)	1.1	-6	37	-20	0.6	0	-7	1.5	-12
Cn1c(Sc2ccc([N+](=O)[O-])cc2C(F)(F)F)nnc1-c1ccccc1	0.6	-4	-18	-12	1.2	-1	41	0.9	-10
Cc1nn2c(=O)nc3sc4c(c3c2[nH]c1=O)CCCC4	/	2	/	4	/	7	/	/	-2
C=CCn1c(SCCN2CCOCC2)nc2c1c(=O)[nH]c(=O)n2C	1	4	-2	-11	1	5	-4	1	7
COc1cc(/C=C2/C(=O)ON=C2C)ccc1OCc1ccccc1F	0.8	-1	-5	-10	1.1	6	18	1.1	-16
CSc1nccn1CC(=O)Nc1ccc(F)cc1	0.4	-3	7	16	0.9	1	63*	0.9	-2
Cn1c(=S)[nH]c2cccnc21	1.3	-9	-39	-8	1.4	8	-29	1	-16
CCCc1cc2c(cc1NS(=O)(=O)c1ccc(CCNC(C)=O)cc1)OCO2	0.2	4	40	-12	0.6	-2	78*	1	4
COc1ccc(CN2C(=O)c3ccccc3C2C(=O)NCc2cccnc2)c(OC)c1 (stereo unspecified)	0.6	-11	25	16	0.7	7	39	1.1	4
c1ccc(CNC2=NCCCC2)cc1	1	-4	5	3	0.9	3	5	1	-19
Cc1ccc(C(=O)Nc2ccccc2-c2ccccc2)cc1[N+](=O)[O-]	0.6	3	50*	-26	0.5	5	37	1	-9
CCOC(=O)COc1c(OC)cc(Cl)cc1C1Nc2ccccc2C(=O)N1c1ccccc1 (stereo unspecified)	0	6	98*	-6	0	12	95*	1.4	-8
COc1ccc(Cl)cc1-n1c(=S)sc2c(=O)[nH]c(SCC(=O)NCC3CCCO3)nc21 (stereo unspecified)	1	-3	53*	-12	0.5	-3	3	1.2	-9
Cc1ccc(CCNc2ccccc2C)cn1	/	10	/	-8	/	1	/	/	-8
Cc1ccc(NC(=O)COC(=O)CN2CSCC2=O)cc1C	0.9	0	9	16	0.9	7	11	1	-8
Cn1cccc1C(=O)NC(=O)COC(=O)CC12CC3CC(CC(Br)(C3)C1)C2	1.1	1	22	-21	0.8	20	-10	1	-4
Cc1cccc2cc(CN(CC3CCCO3)C(=O)c3ccco3)c(=O)[nH]c12 (stereo unspecified)	0.7	7	12	1	0.9	4	34	1.2	-12
CCC(CC)C(=O)Nc1ccc(Sc2ccc([N+](=O)[O-])cc2)cc1	0.9	-5	1	18	1	7	13	0.9	-7
CN(C)c1ccc(/C=C/c2cc[n+]([O-])cc2)cc1	0.1	4	54*	-50	0.5	120*[fluorescence artefact?]	92*	0.9	-13
O=C(N/N=C/C(Cl)=C/c1ccccc1)c1cnccn1	/	3	/	4	/	7	/	/	10
CNC(=O)CN(c1ccc(F)cc1)S(=O)(=O)c1cc(C)ccc1OC	0.2	6	80*	16	0.2	9	82*	1.6	-1
O=CN1CCC(=O)N(Cc2ccccc2)c2ccccc21	1.1	/	10	/	0.9	/	-9	0.8	/
O=C(Nc1ccc(Cl)cc1C(=O)NCC1CCCO1)c1ccco1 (stereo unspecified)	1.1	2	29	-13	0.7	5	-6	0.9	-2
COc1ccc(N2CCN(Cc3cc(=O)oc4cc5c(cc34)CCCC5)CC2)cc1	0.8	-2	18	-4	0.8	4	22	1.2	-4

# Exported with values ahead of the structure: 5 of the compounds above.
CYP2C19 activ | EphB4 ephrin blk | CYP2C9 inhib | Plk1 PBD FP | CYP2C9 act | Rev-RRE block | CYP2C19 inhib | PLAP activator | PLK1 kinase inh | SMILES
0.6 | 6 | -44 | -6 | 1.4 | -3 | 43 | 1.1 | -6 | CC(C)CCNC(=O)NC(=O)CSc1nnc(-c2ccccc2Br)o1
0.6 | 3 | -55 | -26 | 1.5 | 5 | 43 | 1.4 | -9 | CCn1c(SCC(=O)NC2CCCCC2)nnc1-c1cc2cccc(OC)c2o1
0.4 | 5 | 2 | -3 | 1 | -1 | 62* | 1.3 | -13 | Cn1c(=O)cc(OCC(=O)NC2CCCCC2)c2ccccc21
1.2 | 5 | -10 | 18 | 1.1 | 7 | -20 | 1.1 | -5 | OCCNCCCCOc1ccc(F)cc1
1.1 | -6 | 37 | -20 | 0.6 | 0 | -7 | 1.5 | -12 | Cc1ccc(-c2cc(C(F)F)n3ncc(C(=O)N4CCN5CCCC5C4)c3n2)cc1 (stereo unspecified)

# Continued.
mol	CYP2C19 activ	EphB4 ephrin blk	CYP2C9 inhib	Plk1 PBD FP	CYP2C9 act	Rev-RRE block	CYP2C19 inhib	PLAP activator	PLK1 kinase inh
O=C(CN1C(=O)C2CC=CCC2C1=O)OCCN1C(=O)c2ccccc2C1=O (stereo unspecified)	0.9	9	11	11	0.9	12	12	1.4	-6
C=CCNC(=O)C1CC(=O)N(c2ccc(Br)cc2)C1 (stereo unspecified)	0.7	-4	2	7	1	4	32	0.9	-10
COc1cc2c(cc1OC)-c1cc(NC3CCCC3)nc(=O)n1CC2	1.1	-3	15	13	0.8	7	-12	1.4	-12
COc1ccccc1N1CCN(C(=O)COc2ccc(C)cc2Br)CC1	0.5	-2	9	-27	0.9	17	50	1.3	-5

# Profiles from above. Order of values: CYP2C19 activ	EphB4 ephrin blk	CYP2C9 inhib	Plk1 PBD FP	CYP2C9 act	Rev-RRE block	CYP2C19 inhib	PLAP activator	PLK1 kinase inh
# `CCC(=O)N1CCc2cc(S(=O)(=O)NC(C(=O)NC(C)c3ccccc3)C(C)C)ccc21` (stereo unspecified) in the list: 1	-9	-20	18	1.2	-1	0	0.9	-6
# `Cn1c(=O)n(CC(=O)N2CCN(c3nnc(-c4ccccc4)c4ccccc34)CC2)c2ccccc21` in the list: 0.9	2	24	-10	0.8	4	15	1.6	-5
# `O=C(NC1CCCCC1)C(c1ccccc1F)N(Cc1ccco1)C(=O)Cn1nnc2ccccc21` (stereo unspecified) in the list: 0.9	-3	-6	-16	1.1	4	8	0.9	-9
# `O=C(CSc1ccc(Cl)cc1)Nc1ccc(N2CCN(C(=O)c3ccco3)CC2)cc1` in the list: 0.6	6	64*	-17	0.4	5	45	0.8	1
# `O=C(COc1ccccc1)Nc1nnc(-c2ccc3c(c2)CCCC3)o1` in the list: 0.9	-2	52*	2	0.5	15	12	1.2	-22
